# Pol iota inh: qHTS for Inhibitors of Polymerase Iota; DNA polymerase iota (Homo sapiens), Q9UNA4; Pol iota fluorescent replication assay, 10 min; Potency, µM (top dose mostly 115 µM), without a hit: at the highest dose activity, negative = inhibition, hits mostly inhibitors; 1% of 390,000 active; AID 588590, 2011
#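 Fluorescent replication assay read twice, at 0 min and 10 min after adding 50 nM (final) substrate. Enzyme (10 nM) and compounds were first incubated 15 min at room temperature; enzyme-free buffer wells were negative controls.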
# POLH inh: qHTS for Inhibitors of Polymerase Eta. recombinant Pol eta, fluorescent DNA replication assay. Potency, µM (titrated, usually from 114 µM), for inactives: top-dose activity change, negative = inhibition, most hits filed as inhibitors. DNA polymerase eta (Homo sapiens), Q9Y253. 1.2% of 390,000 active; note: % is set by controls: 0 for no effect and ±100 for the full control effect
#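 Pol eta at 10 nM preincubated with compounds 15 min at room temperature; reaction started with fluorescent substrate (50 nM final) and read kinetically at 0 and 10 min.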
# APEX1 inh: qHTS Assay for Inhibitors of the Human Apurinic/apyrimidinic Endonuclease 1 (APE1); DNA repair nuclease/redox regulator APEX1 (Homo sapiens), P27695; AID 2517, 2012; 0.35% of 350,000 active; Potency, µM (doses to about 65.8 µM), without a hit: at the top dose activity change, negative = inhibition, most hits filed as inhibitors; recombinant APE1, TAMRA/BHQ-2 abasic DNA cleavage fluorescence;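 note: plate controls were vehicle for no effect and reference inhibitor for full effect; nearly all actives have a fitted effect of over 55% in size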
# Target sequence (P27695 whole entry, looked up): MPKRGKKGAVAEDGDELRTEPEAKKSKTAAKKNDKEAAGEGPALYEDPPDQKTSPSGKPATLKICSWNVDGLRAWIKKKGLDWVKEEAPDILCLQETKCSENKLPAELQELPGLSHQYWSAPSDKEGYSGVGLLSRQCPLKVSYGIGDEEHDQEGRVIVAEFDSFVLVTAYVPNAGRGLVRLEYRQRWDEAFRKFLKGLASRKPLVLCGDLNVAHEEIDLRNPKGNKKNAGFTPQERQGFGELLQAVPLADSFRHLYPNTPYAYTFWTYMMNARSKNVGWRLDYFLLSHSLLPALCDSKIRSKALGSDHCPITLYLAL
#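 APE1 at 0.75 nM final was preincubated with compound 15 min at room temperature, then 50 nM double-stranded THF abasic-site substrate (5'-TAMRA/3'-BHQ-2) was added. Fluorescence (ex 525/em 598 nm) was read kinetically; third-minus-first read gave activity.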
# G9a inh: qHTS Assay for Inhibitors of Histone Lysine Methyltransferase G9a; G9a H3K9 monomethylation, AlphaScreen, 2 h; 8.8% of 350,000 active; Potency, µM (series often up to 102 µM), inactives show top-dose activity, negative = inhibition, hits mostly inhibitors; AID 504332, 2011; note: % is set by controls: 0 for no effect and ±100 for the full control effect; nearly all actives have a fitted effect of over 75% in size
# Target sequence (Q96KQ7 913-1193 limits assumed): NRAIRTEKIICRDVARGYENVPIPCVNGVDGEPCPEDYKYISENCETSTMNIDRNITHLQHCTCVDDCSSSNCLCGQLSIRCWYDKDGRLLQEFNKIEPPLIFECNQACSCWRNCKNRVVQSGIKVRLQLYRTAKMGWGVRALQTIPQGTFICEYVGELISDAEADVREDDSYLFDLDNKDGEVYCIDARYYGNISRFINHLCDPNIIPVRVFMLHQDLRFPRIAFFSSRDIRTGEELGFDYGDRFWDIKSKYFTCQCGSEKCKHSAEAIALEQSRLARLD
#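 Quantitative HTS format: methyltransferase activity on a biotin-tagged H3K9 peptide is measured by AlphaScreen, using a rabbit anti-monomethyl-H3K9 antibody with streptavidin donor and anti-IgG acceptor beads. Final levels are 20 nM enzyme, 500 nM peptide, 20 uM SAM; 2 h RT.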
# Pol beta inh: qHTS Assay for Inhibitors of DNA Polymerase Beta. AID 485314, 2010. Pol beta primer extension/strand displacement, fluorescence kinetic. 1.3% of 340,000 active. Potency, µM (doses to about 114 µM), without a hit: at the top dose activity change, negative = inhibition, most hits filed as inhibitors; note: % is set by controls: 0 for no effect and ±100 for the full control effect
#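 Homogeneous kinetic assay of primer extension and strand displacement by 10 nM Pol beta, preincubated 15 min at room temperature with compound before 50 nM substrate (final) was added. Read at 0 and 10 min; four-parameter Hill fit.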
# BLM inh: qHTS Assay for Inhibitors of Bloom's syndrome helicase (BLM). 0.2% of 350,000 active. recombinant BLM DNA unwinding, fluorescence dequenching. Potency, µM (titrated, usually from 56.1 µM), inactives show at the top dose activity change, negative = inhibition, most hits filed as inhibitors. RecQ-like DNA helicase BLM (Homo sapiens), P54132;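 note: plate controls were vehicle for no effect and no enzyme for full effect; nearly all actives have a fitted effect of over 35% in size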
# BAZ2B block: qHTS Assay for Inhibitors of BAZ2B. Bromodomain adjacent to zinc finger domain protein 2B (Homo sapiens), Q9UIF8. AlphaScreen BAZ2B-H3K14Ac peptide displacement. Potency, µM (highest dose often 114 µM), inactives show top-dose activity change, negative = inhibition, usual class: inhibitors. 4.4% of 360,000 active. AID 504333, 2011; note: % is set by controls: 0 for no effect and ±100 for the full control effect; nearly all actives have a fitted effect of over 60% in size
#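 Compounds, titrated to a top concentration of 110 uM, were incubated 30 min at room temperature with preformed BAZ2B/acetyl-K14 H3 peptide complex (50 nM each). Proximity signal was measured by AlphaScreen after 20 min with beads.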
# Apoferritin bind: qHTS Assay for Identification of Novel General Anesthetics. 0.074% of 350,000 active. apoferritin/1-aminoanthracene competitive binding, fluorescence. Ferritin light chain (Equus caballus), P02791. AID 485281, 2010. Potency, µM (titrated, usually from 77.5 µM), without a hit: at the top dose activity change, negative = displacement, most hits filed as inhibitors; note: % is set by controls: 0 for no effect and ±100 for the full control effect; nearly all actives have a fitted effect of over 20% in size
# Target sequence (P02791 2-175 limits assumed): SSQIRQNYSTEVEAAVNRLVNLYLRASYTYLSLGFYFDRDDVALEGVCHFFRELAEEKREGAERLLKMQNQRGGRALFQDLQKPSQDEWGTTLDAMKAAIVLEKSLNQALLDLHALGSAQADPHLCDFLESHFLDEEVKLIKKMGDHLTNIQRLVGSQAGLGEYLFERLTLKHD
#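 Horse-spleen apoferritin (10 uM) was mixed with 50% saturated 1-aminoanthracene in PBS, exposed to compounds for 10 min at room temperature, and read for fluorescence (ex 380 nm, em 535 nm). Competitive displacement was fitted with a four-parameter Hill equation.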
# POLK inh: qHTS for Inhibitors of Polymerase Kappa | DNA polymerase kappa (Homo sapiens), Q9UBT6 | purified Pol kappa, fluorescent DNA synthesis assay, 10 min | 0.53% of 400,000 active | Potency, µM (series often up to 107 µM), inactives show top-dose activity, negative = inhibition, actives largely listed as inhibitors; note: % is set by controls: 0 for no effect and ±100 for the full control effect
#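 Fluorescent qHTS in 1536-well format: enzyme (10 nM) and compound sat 15 min at room temperature before 50 nM substrate (final) was added. Signal taken at 0 and 10 min; no-enzyme buffer wells were negative controls.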
# The depositor's hits bear a star; ? = inconclusive; . = no result given; [ ] = dose if it differs, or a comment. Calls come from the whole dose curve; as a rule, active = well fitted curve in the direction sought with a large enough effect; inconclusive = small, poorly fitted or top-dose-only effect, or another doubt; inactive = no such curve, though single readings can be large; an effect the other way counts as inactive or inconclusive. Potency is the fitted concentration of half-maximal effect. This is a subset; rates above refer to the full screens.
# Values run as follows: APEX1 inh, G9a inh, BAZ2B block, POLH inh, POLK inh, BLM inh, Pol iota inh, Pol beta inh, Apoferritin bind
1	COc1ccc(/C=C(\NC(=O)c2ccc(C)cc2)C(=O)Nc2c(C)n(C)n(-c3ccccc3)c2=O)cc1
 : -3%, 3%, -12%, -12%, -6%, -1%, 27%, 0%, -6%
2	CCn1c(CNC(=O)c2ccccc2Cl)cc2ccccc21
 : 7%, 7%, ?, -9%, -19%, 0%, 22%, 33%, 0%
3	O=S(=O)(NCCc1ccccc1F)c1cccc(S(=O)(=O)N2CCOCC2)c1
 : 0%, -3%[59 µM], 5%, -3%, -5%, -11%, 21%, 7%, -14%
4	O=C(Nc1ccc(F)cc1)c1cccc(N2C(=O)C3C4C=CC(C5CC45)C3C2=O)c1 (stereo unspecified)
 : -26%, -5%, -11%, -10%, -2%, -5%, -4%, 0%, ?
5	CC(=O)c1cccc(NC(=O)CN2C(=O)C3C4C=CC(C4)C3C2=O)c1 (stereo unspecified)
 : -1%, -9%[59 µM], 28%, 3%, -15%, -1%, -5%, 7%, -20%
6	CC1=C(O)C(=O)OC1c1c(Cl)cccc1Cl (stereo unspecified)
 : ?, -1%, -5%, -8%, 5%, 0%, ?, 27%, 3%
7	CC(=O)c1ccc(NC(c2ccc(F)cc2)c2nnc(-c3ccccc3)o2)cc1 (stereo unspecified)
 : ., -36%[59 µM], -12%, -9%, 7%, -1%, 9%, 26%, -10%
8	CC(=O)N1CCN(C(=O)c2ccc(S(=O)(=O)Nc3cccc(C(F)(F)F)c3)cc2)CC1
 : 16%, 6%[0.501 µM], -6%, -17%, 7%, ., 22%, ., .
9	CC(=O)c1ccc(NC(=O)CSc2ccc3nc(-c4ccccc4)cn3n2)cc1
 : ., 9%[59 µM], -3%, -18%, -4%[60.1 µM], 0%, 4%, 2%, 98%[activator]
10	O=S(=O)(c1ccc(Cl)cc1)c1nc(-c2cccs2)oc1SCc1ccccc1F
 : ., -25%[59 µM], -1%, -15%, -1%, -5%, 16%, 5%, -11%
11	COc1ccccc1N1CCN(C2CCCN(C(=O)c3cc(C)oc3C)C2)CC1 (stereo unspecified)
 : -21%, 21%, 8%, 2%, -13%, -1%, 11%, -23%, 3%
12	O=c1oc(-c2cccc(S(=O)(=O)N3CCOCC3)c2)nc2ccccc12
 : -11%, 10µM*, 40%[activator], -16%, -4%, 3%, 6%, 3%, 29%
13	Cc1nc2scc(C)n2c(=O)c1S(=O)(=O)NCC1CCN(Cc2ccc(F)cc2)CC1
 : -12%, -7%[0.0925 µM], -8%, 9%, -16%, 2%, 19%, 3%, -5%
14	O=C(NC(=S)Nc1ccc(N2CCOCC2)cc1)c1ccc(Cl)cc1
 : -1%, ?, 0%, -8%, -7%, -3%, 3%, 15%, -2%
15	O=C(O)c1ccc(C(=O)c2ccc3c(c2)C(=O)N(Cc2ccco2)C3=O)cc1
 : -4%, -6%[12.7 µM], -10%, 20µM*, -17%, -4%, -20%, -12%, -6%
16	COC(=O)c1cccc(NC(=O)CC2C(=O)NCCN2C(=O)Nc2ccccc2)c1 (stereo unspecified)
 : 5%, ., -13%, -16%, -4%, 0%, 17%, 17%, -2%
17	Cc1ccc(Cn2nnc3c(=O)n(CC(=O)N4CCCCC4)cnc32)cc1
 : 1%, -10%[59 µM], -5%, -9%, -5%, 2%, -3%, 13%, -9%
18	COc1ccc(C(C)NC(=O)c2ccc(Br)cc2)cc1OC (stereo unspecified)
 : 20%, ?, -4%, -23%, -15%, 5%, 20%, 47%, -5%
19	CC1=NN(c2ccccc2)C(=O)/C1=C/c1cn(C)c2ccccc12
 : 9%, -48%, 5µM*, -14%, -4%, -7%, 16%, 3%, -18%
20	Cc1csc(SC(C)C(=O)Nc2ccccc2C)n1 (stereo unspecified)
 : 3%, -4%[12.7 µM], 2%, -15%, -5%, ., 10%, ., .
21	CCc1sc(C(=O)NNC(=O)CNC(=O)c2ccccc2F)cc1C
 : 13%, 12%[59 µM], 6%, 2%, -9%, ., ?, ., .
22	CCOc1ccc(-c2oc3cc(Cl)ccc3c(=O)c2O)cc1OC
 : ., 38%[activator][59 µM], 4%, -15%, 5%, -3%, 8%, 0%, 2%
23	CCc1c(C)nc(SCC(=O)NNC(=O)c2ccco2)[nH]c1=O
 : 49%, 19%, -16%, 3%, -3%, 2%, -10%, 16%, 0%
24	CC[C@H](C)C1NC(=O)[C@H](CC(=O)O)NC(=O)c2cc([N+](=O)[O-])cc(I)c2NCCC(C(N)=O)NC1=O (stereo partly specified)
 : ?, ?, -32%, 25µM*, 79µM*, 1%, ?, 1%, -15%
25	CCOCCCNC(=O)c1cc2c(=O)n(CC)c3ccccc3c2s1
 : -7%, 25%, -6%, -8%, 7%, 4%, -2%, -1%, 1%
26	O=C(CCCn1c(=S)[nH]c2cc3c(cc2c1=O)OCO3)N1CCN(c2ncccn2)CC1
 : 0%, ?, -30%, -4%, 7%, 4%, -13%, 32%, -9%
27	COc1ccccc1C(=O)NC(=O)COC(=O)C1CC1C (stereo unspecified)
 : -6%, -6%[59 µM], -5%, -13%, -9%, ., 4%, ., .
28	C=CCn1c(=O)n(C(=O)OCC)c2cc(Br)ccc21
 : 14%, 29%, 10%, -17%, 3%, -1%, 11%, 39%, -8%
29	CCOC(=O)c1ccc(N2C(=O)c3[nH]nc(-c4ccc(C)cc4)c3C2c2cccc(F)c2)cc1 (stereo unspecified)
 : ., -35%[59 µM], ., -13%, -11%, -12%, 3%, 16%, -3%
30	N/C(Cc1ccc(Cl)cc1Cl)=N\OC(=O)c1ccccc1
 : 5%, 43%, 17%, -25%, 4%, -4%, 0%, -1%, -13%

# Grouped by structure: the compounds so far containing a furan ring, fused or not
# Values run as follows: APEX1 inh, G9a inh, BAZ2B block, POLH inh, POLK inh, BLM inh, Pol iota inh, Pol beta inh, Apoferritin bind
11	COc1ccccc1N1CCN(C2CCCN(C(=O)c3cc(C)oc3C)C2)CC1 (stereo unspecified)
 : -21%, 21%, 8%, 2%, -13%, -1%, 11%, -23%, 3%
15	O=C(O)c1ccc(C(=O)c2ccc3c(c2)C(=O)N(Cc2ccco2)C3=O)cc1
 : -4%, -6%[12.7 µM], -10%, 20µM*, -17%, -4%, -20%, -12%, -6%
23	CCc1c(C)nc(SCC(=O)NNC(=O)c2ccco2)[nH]c1=O
 : 49%, 19%, -16%, 3%, -3%, 2%, -10%, 16%, 0%

# Complete entries, quoted from the list. Order of screens: APEX1 inh, G9a inh, BAZ2B block, POLH inh, POLK inh, BLM inh, Pol iota inh, Pol beta inh, Apoferritin bind
# Shown for C=CCn1c(=O)n(C(=O)OCC)c2cc(Br)ccc21 → 14%, 29%, 10%, -17%, 3%, -1%, 11%, 39%, -8%
# Shown for Cc1csc(SC(C)C(=O)Nc2ccccc2C)n1 (stereo unspecified) → 3%, -4%[12.7 µM], 2%, -15%, -5%, ., 10%, ., .
# Shown for CCc1sc(C(=O)NNC(=O)CNC(=O)c2ccccc2F)cc1C → 13%, 12%[59 µM], 6%, 2%, -9%, ., ?, ., .
# Shown for COc1ccc(C(C)NC(=O)c2ccc(Br)cc2)cc1OC (stereo unspecified) → 20%, ?, -4%, -23%, -15%, 5%, 20%, 47%, -5%
# Shown for CC[C@H](C)C1NC(=O)[C@H](CC(=O)O)NC(=O)c2cc([N+](=O)[O-])cc(I)c2NCCC(C(N)=O)NC1=O (stereo partly specified) → ?, ?, -32%, 25µM*, 79µM*, 1%, ?, 1%, -15%

# Next entries:
# Values run as follows: APEX1 inh, G9a inh, BAZ2B block, POLH inh, POLK inh, BLM inh, Pol iota inh, Pol beta inh, Apoferritin bind
31	COc1cccc(CNC(=O)C(NS(=O)(=O)c2cccs2)C(C)C)c1 (stereo unspecified)
 : ., -3%[59 µM], 3%, -9%, 3%, -4%, 45%[activator], -14%, -11%
32	Cc1ccccc1S(=O)Cc1ccc(C(=O)NCCN2CCOCC2)o1 (stereo unspecified)
 : 31%, 45%, -5%, -18%, -5%, 0%, -2%, -20%, -4%
33	CCOc1ccc(C(=O)c2cc([N+](=O)[O-])ccc2Cl)cc1
 : -13%, ?, ?, -4%, -12%, -1%, 7%, 21%, ?
34	CCOc1ccc(C(=O)Nc2cccc(C(=O)O)c2C)cc1Cl
 : 2%, 19%[59 µM], -9%, -19%, -3%, -8%, -5%, 15%, -2%
35	CCC(CC)NC(=O)c1cc(S(=O)(=O)N2CCCCC2)ccc1N1CCOCC1
 : -1%, -7%[2.33 µM], -5%, -16%, -1%, ., 23%, ., .
36	O=C1CC(c2ccco2)=Nc2ccccc2N1
 : 8%, ?, -2%, -1%, 4%, 3%, 35%[activator], 12%, 3%
37	CCOC(=O)c1ccccc1NS(=O)(=O)c1ccc(OC)cc1
 : 4%, 38%[59 µM], 48%[activator], 3%, 0%, -3%, 8%, 2%, -2%
38	COC(=O)c1ccc(NC(=O)CNc2ccccc2)cc1
 : 3%, -2%, -10%, -19%, 1%, -5%, 109%[activator], 25%, -14%
39	O=C(NCc1ccncc1)C1CCCN(S(=O)(=O)c2ccc(Br)cc2)C1 (stereo unspecified)
 : 15%, -6%, -12%, -8%, -1%, -5%, 1%, 27%, -7%
40	CCCN1C2CCCC1CC(NC(=S)Nc1ccc(OC)cc1)C2 (stereo unspecified)
 : 8%, 4%, -19%, 10%, -2%, 3%, 5%, -29%, -7%
41	O=C(c1ccc2nc[nH]c2c1)N1CCN(c2ncc(C(F)(F)F)cc2Cl)CC1
 : -9%, 1%, -31%, 13%, -23%, -5%, 40%[activator], -12%, -24%
